Screening results: PubChem BioAssay, several laboratories
NOD2 inhibition = NOD2 signaling inhibitors, cell-based, luminescence, uHTS, HEK293 (AID 1566); HEK293 NOD2/NF-kB luciferase reporter, luminescence; higher % means a stronger effect; inhibition, % at 4 µM; hits with a dose series show EC50 in µM; 290,000 tested, 0.63% active; further: many of its hits are not listed in these tables
KOR beta-arrestin-1 = KOR agonists, beta-arrestin recruitment, primary screen, cell-based, luminescence, uHTS (AID 1777); one-dose activation, % at 10 µM; EC50 in µM for titrated hits; Kappa-type opioid receptor (Homo sapiens); 280,000 tested, 0.02% active; KOR beta-arrestin recruitment, luminescence; higher % means a stronger effect; in the data active means activation above about 50%, passing the limit was not always enough; further: a part of the inactive calls stands beside numbers as strong as those of hits
LYP inhibition = inhibitors of LYP phosphatase, biochemical, fluorescence intensity, uHTS (AID 1779). Tyrosine-protein phosphatase non-receptor type 22 (Homo sapiens). recombinant LYP phosphatase, fluorescence intensity; higher % means a stronger effect. inhibition, % at 11.5 µM, or IC50 in µM where a hit was titrated. 290,000 tested, 0.054% active;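 further: plate controls were vehicle with enzyme for no effect and no enzyme for full effect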
HIV peptide binding = inhibitors of HIV fusion peptide binding, primary screen, biochemical, uHTS, fluorescence dequenching (AID 1986); cell-free peptide binding, fluorescence dequenching, 30 min; higher % means a stronger effect; inhibition, % at 20 µM, or IC50 in µM where a hit was titrated; 290,000 tested, 0.3% active; in the data active means inhibition mostly above about 52%, no sharp cut-off; inactive means mostly below about 76%; further: some results filed as inactive read as strong as hits
Myeloid diff 2 = induction of myeloid progenitor differentiation, primary screen, cell-based, flow cytometry, MLPCN library | 360,000 tested, 1% active | calls only at 10 µM | ER-HoxA9 myeloid progenitors, lysozyme-GFP differentiation | AID 624256, 2012;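 active means normalized GFP-positive differentiation at or above the plate's own cutoff, the solvent-only control mean plus 3 SD; inconclusive means no clear call, values can overlap the other calls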;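 further: cells exposed to compound for four days before flow analysis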
PhoP inhibition = inhibitors of PhoP regulon expression, primary screen, Salmonella Typhimurium, GFP reporter (AID 1863); S. Typhimurium PhoP-regulated promoter GFP reporter, 4 h; higher % means a stronger effect; inhibition, % at 50 µM, or IC50 in µM where a hit was titrated; 300,000 tested, 0.16% active;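 active means inhibition over 29.93%, a cutoff 3 SD above the screen mean, later confirmed by dose response; inconclusive means inhibition over 29.93% but no dose response follow-up; inactive means inhibition at most 29.93% or unconfirmed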;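 further: 0% = low Mg2+ inducing control and 100% = high Mg2+ repressing control; strong numbers were not always called active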
SIAH1 antagonists = Siah-1 peptide-binding antagonists, primary screen, biochemical, fluorescence polarization, rhodamine-plectin, uHTS (AID 1817); E3 ubiquitin-protein ligase SIAH1 (Homo sapiens); Siah-1 / rhodamine-plectin peptide fluorescence polarization; higher % means a stronger effect; one-dose displacement, % at 20 µM; IC50 in µM for titrated hits; 290,000 tested, 0.02% active;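 active means displacement of at least 50% at 20 µM, with a fluorescence ratio check between 0.3 and a set limit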;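 further: plate controls were Siah plus tracer with DMSO for no effect and tracer alone without Siah for full effect; strong numbers were not always called active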
NOD1 NF-kB reporter = NOD1 signaling inhibitors, primary screen, cell-based, luminescence, uHTS (AID 1578); NOD1-driven NF-kB luciferase reporter cells, luminescence; higher % means a stronger effect; one-dose inhibition, % at 4 µM; EC50 in µM for titrated hits; 290,000 tested, 1% active; in the data active means inhibition mostly above about 36%, no sharp cut-off; inactive means mostly below about 34%;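 further: HEK-293T reporter cells stimulated with the NOD1 agonist gamma-tri-DAP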
KOR beta-arrestin-2 = KOR antagonists, beta-arrestin recruitment, cell-based, luminescence, uHTS (AID 1778); 290,000 tested, 0.091% active; Kappa-type opioid receptor (Homo sapiens); KOR beta-arrestin recruitment, luminescence, antagonist mode; higher % means a stronger effect; inhibition, % at 10 µM; hits with a dose series show IC50 in µM; further: strong numbers were not always called active
Myeloid diff 2 GFP+ MAC1+ % = second read-out of Myeloid diff 2, no call of its own (marks repeat the call); GFP+ MAC1+ double positive, %; measured here: differentiation confirmed by MAC1 staining
* hit, by the source's call; i = inactive; u = inconclusive; x = not tested or not shown; [ ] = another dose, or the depositor's remark. Unless noted, no stated cut-off is given here; in the data, active means inhibition above about 50%; inactive means the rest. An excerpt (hit frequency here may not be typical).

SMILES	NOD2 inhibition	KOR beta-arrestin-1	LYP inhibition	HIV peptide binding	Myeloid diff 2	Myeloid diff 2 GFP+ MAC1+ %	PhoP inhibition	SIAH1 antagonists	NOD1 NF-kB reporter	KOR beta-arrestin-2
COc1ccc(NC(=S)N(CCCN2CCOCC2)Cc2cn(C)c3ccccc23)cc1	14%	-3.9%	-4%	-1.3%	i	0.7	0%	0%	-8%	-3%
Cc1cc(Cl)ccc1Oc1ccccc1C(=O)CC#N	-44%	-0.8%	6%	26%	i	0.1	0%	4%	-22%	-1%
Cc1ccc(OCCn2cc(C(=O)O)c3ccccc32)cc1	-2%	-0.1%	-1%	2.9%	i	0.5	-1%	17%	-18%	3%
Cc1cccn2c(=O)c(/C=C(\C#N)S(=O)(=O)c3ccc(Cl)cc3)c(N3CCC(C(N)=O)CC3)nc12	8%	1.0%	-1%	11%	i	1.7	-17%	-1%	13%	-24%
CCOC(=O)c1[nH]c(C)c(C(=O)NCCc2ccc(OC)cc2)c1C	-4%	-1.8%	8%	2.0%	i	0.5	4%	2%	-26%	13%
CCOc1c(C=C(C#N)C#N)c2ccccc2n1CC	8%	1.0%	-1%	21%	i	0.4	23%	7%	-16%	15%
CCCOC(=O)/C(=C\C=C\c1ccco1)NC(=O)c1ccccc1	-19%	-3.4%	7%	39%	i	0.3	-2%	18%	-19%	-14%
CCCCc1n[nH]c2c1/C(=N/O)CC(c1ccccc1)C2 (stereo not drawn)	-29%	9.5%	-6%	-0.3%	i	0.3	-2%	-1%	49%	-20%
Cc1cc(C)n(C(=O)c2cccc([N+](=O)[O-])c2C)n1	6%	4.2%	-6%	-2.3%	u	x	3%	0%	-10%	6%
Cc1ccc(CNC(=O)CCNC(=O)Cn2ccc3ccccc3c2=O)o1	12%	0.0%	-9%	1.3%	i	0.6	1%	0%	-8%	5%
O=c1[nH][nH]c(=O)c2cc(N3CCCC3)ccc12	11%	-2.6%	-9%	-0.4%	i	0.7	-4%	-6%	-4%	12%
CCNS(=O)(=O)c1ccc(C)c(-n2cnnn2)c1C	9%	9.1%	-12%	0.4%	i	0.7	-5%	-5%	-8%	1%
CCN1CCN(CCNC(=O)c2ccc3nc(-c4cccc(C)c4)c(-c4cccc(C)c4)nc3c2)CC1	13%	1.1%	-13%	-1.1%	i	5.6	-10%	10%	-28%	-7%
CNC(=O)C(=O)NCC(c1cccs1)S(=O)(=O)c1ccc(F)cc1 (stereo not drawn)	6%	-0.5%	-14%	1.1%	i	1.8	6%	0%	13%	-28%
CCOc1ccc(/C=C\C(C)=N\O)cc1	-136%	2.9%	-6%	-3.1%	i	2.1	12%	-2%	-19%	-6%
O=C(/C=C/c1ccccc1)NCC(=O)N/N=C/c1ccccc1[N+](=O)[O-]	12%	1.5%	-2%	-3.4%	i	0.4	7%	-1%	3%	9%
CCN(c1ccccc1)S(=O)(=O)c1ccc(Cl)c(NC(=O)CN2C(=O)NC3(CCCC3)C2=O)c1	-5%	1.4%	1%	-0.4%	i	0.3	x	-4%	-5%	22%
CC(CCc1ccccc1)NC(=S)NC1CCCCC1 (stereo not drawn)	14%	-3.7%	-3%	-1.1%	i	0.8	-1%	1%	-27%	-14%
COc1ccc(CC2(CO)CCN(Cc3cnn(-c4ccccc4OC)c3)CC2)cc1	15%	-6.6%	-6%	0.4%	i	0.3	-5%	3%	-26%	-12%
COc1cc(SC)ccc1C(=O)N1CCN(Cc2ccccc2)CC1	6%	x	-5%	-0.7%	i	0.4	-2%	-1%	-10%	-7%[20 µM]
O=C(/C=C/c1ccccc1)NCCSCc1ccc(Cl)cc1	2%	-0.8%	-4%	1.5%	i	1.1	-3%	-3%	-24%	15%
CCOC(=O)N1CCC(NC(=O)c2ccc3c(c2)N=C(C)c2c(C)ccc(C)c2S3)CC1	-15%	8.7%	-4%	-0.5%	u	x	5%	0%	7%	-162%
Nn1c(SCC(=O)N2CCCCCC2)nnc1-c1ccncc1	0%	-1.1%	-10%	1.2%	i	0.6	11%	4%	16%	19%
COc1ccc(S(=O)(=O)N2CCN(CC(=O)Nc3ccccc3Cl)CC2)cc1	2%	0.1%	-9%	0.0%	i	0.1	-7%	6%	-4%	-4%
CCCCc1nc(SCC(=O)Nc2ncccn2)n[nH]1	28%	0.3%	-6%	-3.3%	i	0.9	-4%	-1%	32%	3%

In another format: results already given
Results follow in this order: NOD2 inhibition	KOR beta-arrestin-1	LYP inhibition	HIV peptide binding	Myeloid diff 2	Myeloid diff 2 GFP+ MAC1+ %	PhoP inhibition	SIAH1 antagonists	NOD1 NF-kB reporter	KOR beta-arrestin-2
> CCNS(=O)(=O)c1ccc(C)c(-n2cnnn2)c1C
    9%	9.1%	-12%	0.4%	i	0.7	-5%	-5%	-8%	1%
> CCN1CCN(CCNC(=O)c2ccc3nc(-c4cccc(C)c4)c(-c4cccc(C)c4)nc3c2)CC1
    13%	1.1%	-13%	-1.1%	i	5.6	-10%	10%	-28%	-7%
> CNC(=O)C(=O)NCC(c1cccs1)S(=O)(=O)c1ccc(F)cc1 (stereo not drawn)
    6%	-0.5%	-14%	1.1%	i	1.8	6%	0%	13%	-28%
> CCOc1ccc(/C=C\C(C)=N\O)cc1
    -136%	2.9%	-6%	-3.1%	i	2.1	12%	-2%	-19%	-6%
> O=C(/C=C/c1ccccc1)NCC(=O)N/N=C/c1ccccc1[N+](=O)[O-]
    12%	1.5%	-2%	-3.4%	i	0.4	7%	-1%	3%	9%
> CCN(c1ccccc1)S(=O)(=O)c1ccc(Cl)c(NC(=O)CN2C(=O)NC3(CCCC3)C2=O)c1
    -5%	1.4%	1%	-0.4%	i	0.3	x	-4%	-5%	22%
> CC(CCc1ccccc1)NC(=S)NC1CCCCC1 (stereo not drawn)
    14%	-3.7%	-3%	-1.1%	i	0.8	-1%	1%	-27%	-14%
> COc1ccc(CC2(CO)CCN(Cc3cnn(-c4ccccc4OC)c3)CC2)cc1
    15%	-6.6%	-6%	0.4%	i	0.3	-5%	3%	-26%	-12%
> COc1cc(SC)ccc1C(=O)N1CCN(Cc2ccccc2)CC1
    6%	x	-5%	-0.7%	i	0.4	-2%	-1%	-10%	-7%[20 µM]

Other structures:
SMILES	NOD2 inhibition	KOR beta-arrestin-1	LYP inhibition	HIV peptide binding	Myeloid diff 2	Myeloid diff 2 GFP+ MAC1+ %	PhoP inhibition	SIAH1 antagonists	NOD1 NF-kB reporter	KOR beta-arrestin-2
CCOc1ccc(-c2cc(C(=O)N3CCCC3)c3ccccc3n2)cc1	-20%	7.5%	-12%	1.4%	i	0.4	-2%	0%	-6%	1%
Cc1nc(NC2=NCN(Cc3ccco3)CN2)nc2ccccc12	-5%	-9.2%	-11%	-1.8%	x	x	x	-3%	25%	4%
COc1ccc(C(CC(=O)N2CCCC(C)C2)c2c(O)cc(OC)cc2OC)cc1 (stereo not drawn)	1%	5.5%	-2%	0.5%	i	0.8	1%	3%	-1%	24%
CCC(C)NC(=O)c1ccccc1-c1ccccc1C(=O)NC(C)CC (stereo not drawn)	16%	x	-8%	0.1%	i	0.6	1%	-2%	-17%	4%[20 µM]
Cn1nc(C(=O)NC2CCCc3ccccc32)ccc1=O (stereo not drawn)	9%	-3.5%	2%	-2.1%	i	0.3	4%	8%	-28%	12%
Cc1ccc(C(=O)C2=C(O)C(=O)N(CCN3CCOCC3)C2c2ccccn2)o1 (stereo not drawn)	-7%	-1.0%	4%	3.3%	x	x	-6%	3%	4%	-22%
CCn1c(SCC(=O)N2CCc3ccccc32)nnc1-c1ccncc1	-3%	-1.8%	-6%	-3.1%	i	0.8	-25%	3%	-12%	3%
Cn1c(SCC(=O)Nc2ccc(Cl)cc2)nc(O)cc1=O	9%	-1.8%	-6%	4.4%	x	x	3%	5%	-8%	-23%
COC(=O)[C@@H]1Cc2c([nH]c3ccccc23)C(C)N1C(=O)c1ccccc1 (stereo partly drawn)	20%	-1.2%	-3%	-0.8%	i	0.9	3%	13%	-6%	-19%
Cn1cc(CNC(=O)c2cc(COc3ccc4c(c3)CCCC4)on2)cn1	16%	1.5%	-1%	-0.6%	i	2.8	3%	34%	-16%	-4%
O=C(Nc1cccc(Cl)c1)N1CCN(C/C=C/c2ccccc2)CC1	-17%	5.1%	4%	1.3%	i	3.2	16%	0%	-27%	17%
OCCC1CN(Cc2cccc(-n3cccn3)c2)CCN1Cc1ccccc1 (stereo not drawn)	3%	-2.0%	-5%	-1.3%	i	0.0	-1%	0%	-20%	-32%[20 µM]
Cc1ccccc1C(=O)/C(C#N)=N/Nc1c(C)n(C)n(-c2ccccc2)c1=O	20%	-13%	12%	10%	i	1.0	26%	-2%	-7%	26%
CCCCN1C(=S)SC(C)(C)C1/[N+]([O-])=C/c1cccnc1 (stereo not drawn)	9%	-0.2%	-3%	1.5%	i	1.2	-1%	2%	3%	-8%
Cc1ccc(N/C=C2\C(=O)C3(C)CCC2C3(C)C)cc1C (stereo not drawn)	-4%	-9.5%	-6%	2.1%	i	0.2	-9%	3%	4%	19%
Cc1oc(-c2cccc(Cl)c2)nc1CS(=O)(=O)CC(=O)NC1CCCC1	5%	-1.4%	-10%	-0.5%	i	4.6	5%	10%	1%	-38%
CC(=O)Nc1cc(C(=O)OCC(=O)c2ccccc2)ccc1C	3%	4.3%	-1%	-0.1%	i	1.1	4%	-2%	-13%	-50%
O=C(NC(=S)Nc1ccc(S(=O)(=O)N2CCOCC2)cc1)c1ccccc1[N+](=O)[O-]	10%	-7.6%	1%	-2.1%	i	0.2	0%	-6%	22%	-23%[20 µM]
CC(=O)Nc1ccc(S(=O)(=O)Nc2nc(CN3CCOCC3)nc3sc4c(c23)CCCC4)cc1	5%	-3.9%	0%	15%	i	0.9	-1%	4%	-18%	-47%
CCCOc1ncnc2c1[nH]c1ccccc12	16%	-2.9%	-9%	-1.5%	i	1.9	7%	-2%	22%	19%
COCC(=O)N(Cc1cc2ccc(C)c(C)c2n2nnnc12)C1CCCC1	6%	-1.6%	-4%	3.5%	i	0.8	-10%	2%	-14%	6%
O=C(Nc1ccc(Cl)cc1)N(Cc1cccnc1)Cc1ccco1	9%	-1.4%	-8%	1.1%	i	7.0	13%	1%	x	20%
C=CCNC(=O)CN(c1ccc(F)c(Cl)c1)S(C)(=O)=O	-4%	-0.1%	6%	-1.4%	i	0.6	8%	-2%	-17%	18%
CCn1c(COc2cccc(OC)c2)nnc1SCC(=O)Nc1cc(OC)ccc1OC	1%	0.5%	2%	1.2%	i	1.3	24%	-1%	-3%	-20%
CCOc1ccc(-c2nnc(-c3ccco3)o2)cc1OCC	5%	-1.0%	-3%	-1.5%	i	0.2	-3%	2%	-61%	11%
CCN(CC)CCNC(=O)c1ccc(Cl)c(S(=O)(=O)Nc2ccccc2OC)c1	2%	0.4%	-4%	2.7%	i	0.5	-9%	-3%	-14%	-22%
